Bioassay records: PubChem, Broad Institute
ERp5 inh = ERp5 (human) disulfide isomerase inhibition | Q15084 | ERp5 insulin aggregation, absorbance 650 nm, 90 min | inhibition, % at 9.99 µM | 0.05% of 350,000 active;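 active = mean replicate inhibition above about 25%, with every replicate also reaching it, limit read from the data, passing the limit was not always enough; inconclusive = only one of those two criteria met; inactive = neither criterion met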
Target sequence (Q15084 whole entry, looked up): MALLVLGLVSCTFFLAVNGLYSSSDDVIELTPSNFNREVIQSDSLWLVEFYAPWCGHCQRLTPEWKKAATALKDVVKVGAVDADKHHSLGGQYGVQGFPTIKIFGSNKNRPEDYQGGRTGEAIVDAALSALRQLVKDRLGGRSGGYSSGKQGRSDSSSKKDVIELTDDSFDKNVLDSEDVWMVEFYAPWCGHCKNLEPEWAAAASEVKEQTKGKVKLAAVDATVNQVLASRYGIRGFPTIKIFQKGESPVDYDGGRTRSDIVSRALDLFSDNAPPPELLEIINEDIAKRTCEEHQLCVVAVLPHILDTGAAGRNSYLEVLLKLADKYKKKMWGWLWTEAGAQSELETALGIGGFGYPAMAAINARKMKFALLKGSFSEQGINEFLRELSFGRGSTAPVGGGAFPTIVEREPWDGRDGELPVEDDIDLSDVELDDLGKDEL
ARNT TACC3 PPI = ARNT/TACC3 interaction disruption; Q9Y6A5; AlphaScreen His-ARNT PAS-B/GST-TACC3 binding, luminescence; TACC3 fragment carries E629A point mutation; inhibition, % at 9.99 µM; 0.66% of 390,000 active;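 active = mean inhibition of replicates at least 50% and at least half of replicates each reaching 50%; inconclusive = half or more replicates reach 50% but mean below 50%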;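 also: 0% = complete ARNT plus TACC3 wells and 100% = ARNT alone without TACC3; many hits fall short of the cut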
CFTR F508del cor = correctors of CFTR F508del function in bronchial epithelial cells; CFBE cells, YFP halide quenching; stimulated with forskolin plus potentiator P3; % fluorescence drop versus neutral controls; 0.36% of 350,000 active; activity (quench increase), % at 7.58 µM;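 active = mean added fluorescence quench of at least 8% versus neutral control, with both replicates also reaching 8%; inconclusive = only one of the mean or replicate conditions met; inactive = mean below 8% and not both replicates reaching 8%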;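 also: cells transiently co-express mutant CFTR-F508del with the halide-sensitive YFP; corrector assay measuring rescue of mutant channel to the surface after 24 h compound exposure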
PAX8 inh HTS = lowers PAX8-driven luciferase in RMG-I cells; RMG-I TPO-luciferase reporter, SteadyGlo, 24 h; inhibition, % at 12.6 µM; 1.2% of 360,000 active; AID 652154;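 active = mean replicate inhibition at least 60% with every replicate also reaching 60%; inconclusive = only one of the two criteria is met; inactive = mean below 60% and not all replicates reaching 60%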;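 also: luciferase light reporting Pax8 driven TPO promoter activity; plate controls were median of neutral control wells for no effect and mitoxantrone controls for full effect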
Xi reactivation = reactivates the inactive X chromosome in mouse fibroblasts. XiGFP mouse fibroblasts, % GFP-positive cells imaging, 3 d; cells co-treated with 5-aza-dC sensitizer; scaled so ellipticine positive control = 100%. activation, % at 7.58 µM. 0.055% of 360,000 active. AID 743238;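 active = mean normalized replicate activation at least 10% and every replicate at or above 10%; inconclusive = only one of the two criteria met; inactive = mean below 10% and not all replicates reach 10%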;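 also: 0% = median of on-plate neutral control wells and 100% = ellipticine 6 µM median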
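Material: XiGFP fibroblasts, SV40-immortalized; Buffer or medium: DMEM containing 5-aza-dC; Compound dosing: single point; Times: 3 days compound exposure.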
GSIS activator = GLuc luminescence reporter in INS-1E cells, primary screen for activators of glucose-dependent secretion of insulin | INS-1E GLuc reporter insulin secretion, 2-3 h | activation, % at 16.6 µM | 0.61% of 370,000 active;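 active = lowest replicate activation of at least 40%, so every replicate reaches that level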;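 also: 0% = median of neutral control wells and 100% = median of IBMX positive control wells; some compounds called inactive have numbers as strong as hits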
DENV2 CPE rescue = DENV2-induced cell death inhibition; DENV2-infected cells, cytopathic effect rescue, plate reader; CPE inhibition, % at 9.99 µM; 1.7% of 350,000 active; AID 651640; in the data active = CPE inhibition above about 20%, passing the limit was not always enough; inconclusive = no clear call, values can overlap the other calls; tested in BHK-21 cells;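 also: 0% = median of neutral control wells and 100% = median of positive control wells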
EWS-Fli block = inhibitors of EWS/Fli oncoprotein transcriptional activity; 0.67% of 350,000 active; inhibition, % at 12.6 µM; A673 NR0B1-luciferase reporter, viability-normalised;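 active = mean inhibition of at least 50% after viability correction, with every replicate also passing that limit; inconclusive = mean reaches 50% but only one of two replicates passes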;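 also: firefly luciferase signal divided by Alamar Blue viability fluorescence both relative to DMSO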
Numbers without * were called inactive; ? = inconclusive; . = not tested or not shown. Hits appear at their usual frequency (roughly 4.2% active in at least one column).

SMILES	ERp5 inh	ARNT TACC3 PPI	CFTR F508del cor	PAX8 inh HTS	Xi reactivation	GSIS activator	DENV2 CPE rescue	EWS-Fli block
O=C(NCc1ccc(Cl)c(Cl)c1)c1cc(C2CCCCN2C(=O)c2ccccc2)on1 (stereo not drawn)	17	.	0.2	23	0.1	-10	0	7
COc1ccc(NC(=O)N[C@@H]2CC[C@H](CCn3cc(-c4ccccc4)nn3)O[C@H]2CO)cc1	3	-7	-3.7	-10	0.6	8	4	4
Cc1cc(Cl)ccc1N(CC(=O)NCc1ccc2c(c1)OCO2)S(C)(=O)=O	-3	23	0.3	17	0.0	.	9	11
CC=Cc1ccc2n(c1=O)C[C@H]1[C@H](CO)[C@@H](C(=O)OC)N(Cc3ccccc3)[C@@H]21 (mixture of isomers)	1	13	0.7	-7	0.1	4	?	-2
COc1ccc(C#Cc2ccc3c(c2)O[C@@H](CN(C)S(=O)(=O)c2ccccc2F)[C@H](C)CN([C@@H](C)CO)S3(=O)=O)cc1	3	18	3.1	3	0.0	2	0	9
Cc1ccccc1C(=O)Nc1ccnn1C1CCN(Cc2cnn(C)c2)CC1	7	3	0.0	.	0.3	-7	-5	.
Cc1cc(C)n2c(SCC(=O)NC3CCCCC3C)nnc2n1 (stereo not drawn)	7	-3	-0.2	18	-0.8	3	-3	6
O=C1CN(C(=O)N[C@@H](Cc2ccccc2)C(=O)N[C@@H](C(=O)O)c2ccccc2)c2ccccc2N1	-1	-4	0.3	-24	0.0	4	1	.
COCC(=O)Nc1ccc2c(c1)OC[C@H](C)N(Cc1ccccn1)C[C@H](C)[C@H](OC)CN(C)C2=O	-3	-2	-1.4	5	0.0	17	3	1
Cn1cnc2cc(NCc3ccc(Cl)cc3)ccc21	2	9	-0.4	-144	0.0	.	14	-164
CCC(C(=O)OCC(=O)NC(=O)c1ccccc1)c1ccccc1 (stereo not drawn)	-2	0	1.8	-1	0.3	8	-8	-6
O=C(CNC(=O)c1ccc(Br)cc1)NCc1cccnc1	-1	-1	-0.5	11	0.0	-6	-1	10
Oc1[nH]c2ccccc2c1N=Nc1ncnc2c1oc1ccccc12	4	.	-0.7	16	-0.1	2	1	-60
COc1ccc(NC(=O)O/N=C/c2ccc(Br)cc2)cc1	-1	.	2.7	-1	0.1	22	1	-13
C[C@@H]1CN([C@@H](C)CO)C(=O)Cc2cc(NC(=O)CCN3CCOCC3)ccc2O[C@H]1CN(C)CC1CCCCC1	8	-3	-0.3	.	0.1	11	-1	10
O=C(NCc1ccccn1)[C@@H]1CCCN1C(=O)[C@@H]1CCCN1C(=O)c1cccs1	-5	.	3.1	-7	0.2	8	8	-1
CC(OC(=O)/C=C/c1cccs1)C(=O)Nc1ccc(C(N)=O)cc1 (stereo not drawn)	-18	.	-1.2	4	0.3	15	-3	4
CN1C(=O)c2cc(NC(=O)C3CC3)ccc2OC[C@H]2O[C@@H](CC(=O)NCc3cccc(F)c3)CC[C@@H]21	.	-1	-0.5	6	0.2	-6	-1	-8
COC(=O)c1ccc(CSc2nc(-c3ccccc3)cs2)o1	-3	-4	0.0	.	.	-16	.	-11
CCCNC(=O)COC(=O)c1cc(C)nc2ccccc12	-1	-1	2.9	1	-0.1	-2	-1	-13
COc1cc2ccccc2cc1C(=O)Nc1ccccc1Cl	-12	-8	1.1	-90	0.0	-18	-5	-106
C[C@@H]1CCCCO[C@@H](CN(C)C(=O)Cc2ccccc2)[C@@H](C)CN([C@@H](C)CO)C(=O)c2cc(NC(=O)Nc3ccccc3)ccc2O1	7	1	0.8	-9	0.2	-6	-7	-12
COc1ccccc1C(=O)N1CCN(C(=O)[C@H](CCc2ccccc2)NC(=O)[C@H]2O[C@@H](n3cnc4c(N)ncnc43)[C@H](O)[C@@H]2O)CC1	2	.	-2.7	4	0.3	12	9	-2
Cc1cc(C(=O)COC(=O)c2ccc[nH]c2=O)c(C)n1-c1ccccc1F	1	0	-3.5	-62	0.3	17	9	-33
Cc1ccccc1NC(=S)N(Cc1ccccc1)Cc1cccnc1	1	-1	0.0	-6	0.0	0	0	6
SMILES	ERp5 inh	ARNT TACC3 PPI	CFTR F508del cor	PAX8 inh HTS	Xi reactivation	GSIS activator	DENV2 CPE rescue	EWS-Fli block
CCc1sc(C(=O)Nc2ncccc2O)cc1C	2	25	-2.7	12	0.0	29	6	.
C[C@@H]1CN([C@@H](C)CO)C(=O)CCCn2nncc2CO[C@H]1CN(C)C(=O)Nc1cccc(F)c1	3	-1	-0.2	6	-0.3	5	-2	0
Cc1ccc(S(=O)(=O)Nc2cccc(C(=O)NCCCN3CCOCC3)c2)cc1F	-2	.	-0.2	-6	0.2	-22	-6	12
CC#CC(=O)N1CCC(CO)(CCc2ccccc2)CC1	-3	-4	-5.1	-24	0.0	7	-3	-25
CCc1cccc(C)c1NC(=S)NCc1ccc2c(c1)cc(C)n2C	-4	-1	4.2	.	-0.3	.	1	8
O=C(COc1cccc(C(F)(F)F)c1)Nc1cccnc1	-5	0	-1.1	.	0.2	3	3	-8
CO[C@@H]1CN(C)C(=O)c2cc(NC(=O)Nc3ccccc3)ccc2OC[C@@H](C)N(CC2CC2)C[C@H]1C	1	0	-5.4	.	0.1	-12	-1	-1
Cc1[nH]c(=O)[nH]c(=O)c1S(=O)(=O)N1CCCc2ccccc21	3	-2	-0.6	-6	0.2	2	-2	-3
Cc1cc(-c2nnco2)c(C)n1-c1ccc(F)cc1	1	-1	-2.0	.	.	-13	.	-20
COc1ccc(NC(=O)COC(=O)c2ccc(N3CCCC3=O)cc2)cc1OC	-3	-1	.	-16	.	6	.	.
Cc1cccc(OC(=O)c2ccncc2)c1C	-4	0	-1.8	-15	0.4	-12	.	-7
O=C(C[C@@H]1CC[C@@H](NS(=O)(=O)c2cccc(F)c2)[C@H](CO)O1)NCc1ccc2c(c1)OCO2	-2	1	2.5	1	-0.1	1	-2	-10
NNC(=O)CNC(c1ccccc1)c1cc(Br)ccc1NC(=O)c1ccc(Br)cc1 (stereo not drawn)	.	-3	.	-5	0.0	-24	.	.
CCOc1ccc(-c2noc(-c3cccnc3)n2)cc1OCC	-4	.	-35	-58	0.0	10	-4	-20
COc1cc(C2C(C#N)=C(N)Oc3c2ccc2ccccc32)ccc1OCC(=O)Nc1cccc(C)c1 (stereo not drawn)	1	1	-0.4	36	0.0	5	-3	-1
CN1C(=O)N(CC(=O)NCc2ccc(Cl)cc2Cl)C(=O)C12CCCCC2	-9	3	0.5	5	0.3	-18	-1	5
COc1ccc(NC(=O)C(c2ccc(C(F)(F)F)cc2)n2c(=O)c(-c3cc4ccccc4[nH]3)nc3ccccc32)cc1 (stereo not drawn)	3	.	-0.2	47	0.4	6	6	18
Cc1nc2ccccc2n1CCOc1ccc(F)cc1	-3	6	-0.2	6	0.0	1	0	-2
CS(=O)(=O)Nc1ccc2c(c1)[C@@H]1C[C@@H](CC(=O)NCc3cccc(F)c3)O[C@@H](CO)[C@@H]1O2	2	-7	0.3	4	0.0	21	5	2
COc1ccccc1N1CCN(C(=O)C(=O)c2c(C)n(C)c3ccccc23)CC1	-1	7	1.0	-7	0.0	7	1	-3
CC(=O)OCCN(CCCn1c(-c2ccncc2)nc2ccccc21)c1nc(CN2CCCCC2)cs1	1	2	1.5	4	0.0	-5	-11	12
COc1ccc(Cl)cc1NC(=O)N1CCN(c2ccccc2OC)CC1	-1	-1	0.0	-22	0.0	.	0	-3
COc1ccc(CN2CCC(n3nccc3NC(=O)CCc3ccccc3)CC2)c(C)c1C	-1	16	-0.3	7	0.0	-16	16	.
COC(=O)c1cn(C(=O)c2ccc(F)cc2)c2ccccc12	1	-5	-0.6	-8	0.0	-4	0	13
COc1ccccc1CNC(=O)C[C@H]1C=C[C@@H](NC(C)=O)[C@H](CO)O1	-2	-1	-0.6	3	-0.5	-17	-6	-1

Part of the list above, reformatted.
SMILES | ERp5 inh | ARNT TACC3 PPI | CFTR F508del cor | PAX8 inh HTS | Xi reactivation | GSIS activator | DENV2 CPE rescue | EWS-Fli block
COc1ccc(NC(=O)COC(=O)c2ccc(N3CCCC3=O)cc2)cc1OC | -3 | -1 | . | -16 | . | 6 | . | .
Cc1cccc(OC(=O)c2ccncc2)c1C | -4 | 0 | -1.8 | -15 | 0.4 | -12 | . | -7
O=C(C[C@@H]1CC[C@@H](NS(=O)(=O)c2cccc(F)c2)[C@H](CO)O1)NCc1ccc2c(c1)OCO2 | -2 | 1 | 2.5 | 1 | -0.1 | 1 | -2 | -10
NNC(=O)CNC(c1ccccc1)c1cc(Br)ccc1NC(=O)c1ccc(Br)cc1 (stereo not drawn) | . | -3 | . | -5 | 0.0 | -24 | . | .
CCOc1ccc(-c2noc(-c3cccnc3)n2)cc1OCC | -4 | . | -35 | -58 | 0.0 | 10 | -4 | -20
COc1cc(C2C(C#N)=C(N)Oc3c2ccc2ccccc32)ccc1OCC(=O)Nc1cccc(C)c1 (stereo not drawn) | 1 | 1 | -0.4 | 36 | 0.0 | 5 | -3 | -1
CN1C(=O)N(CC(=O)NCc2ccc(Cl)cc2Cl)C(=O)C12CCCCC2 | -9 | 3 | 0.5 | 5 | 0.3 | -18 | -1 | 5
COc1ccc(NC(=O)C(c2ccc(C(F)(F)F)cc2)n2c(=O)c(-c3cc4ccccc4[nH]3)nc3ccccc32)cc1 (stereo not drawn) | 3 | . | -0.2 | 47 | 0.4 | 6 | 6 | 18
Cc1nc2ccccc2n1CCOc1ccc(F)cc1 | -3 | 6 | -0.2 | 6 | 0.0 | 1 | 0 | -2
CS(=O)(=O)Nc1ccc2c(c1)[C@@H]1C[C@@H](CC(=O)NCc3cccc(F)c3)O[C@@H](CO)[C@@H]1O2 | 2 | -7 | 0.3 | 4 | 0.0 | 21 | 5 | 2

More entries:
SMILES	ERp5 inh	ARNT TACC3 PPI	CFTR F508del cor	PAX8 inh HTS	Xi reactivation	GSIS activator	DENV2 CPE rescue	EWS-Fli block
COc1ccc(NC(=O)C2COc3ccccc3O2)cc1S(=O)(=O)N1CCOCC1 (stereo not drawn)	.	-1	-3.6	-37	0.1	-2	1	-16
O=C(O)CN1C(=O)NC2(CCOc3ccccc32)C1=O (stereo not drawn)	-7	-8	0.4	7	-0.1	5	7	-3
COc1ccc2c3c(n(C)c2c1)[C@@H](CO)N(C(=O)c1ccccn1)CC31CCN(C(C)=O)CC1	1	.	0.9	-34	0.3	16	?	-3
O=c1[nH]nc(SCCS(=O)(=O)c2ccc(F)cc2)n1-c1ccccc1C(F)(F)F	.	-1	-4.1	-10	?	.	-3	10
C[C@@H]1CN([C@H](C)CO)C(=O)Cc2cc(NS(C)(=O)=O)ccc2O[C@H]1CN(C)C(=O)Nc1ccc(C(F)(F)F)cc1	1	0	0.8	7	-0.2	2	-5	-7
O=C(c1ccc(F)cc1)N1CC(=O)N2[C@@H](CO)[C@H](c3ccc(-c4cccnc4)cc3)[C@@H]2C1	3	.	3.9	6	0.4	6	12	-3
NC(=O)CC(NC(=O)Cc1cccc2ccccc12)c1ccc(N2CCN(c3ccccc3)CC2)c([N+](=O)[O-])c1 (stereo not drawn)	.	0	1.0	23	0.2	-13	.	-7
CCOC(=O)C(=CNc1ccc2c(c1)CCN2C(C)=O)C(=O)OCC	8	-4	4.9	-78	0.0	.	19	-15
O=C(CSc1ccccc1C(=O)N1CCCCC1)NCC1CCCCC1	6	1	2.5	16	0.3	5	-1	3
CC(=O)C1=CCC(c2ccc(C)o2)N(S(=O)(=O)c2ccc(C)cc2)C1 (stereo not drawn)	-2	.	-2.8	3	.	-20	-7	0
